KCNK3 inh: human KCNK3 channel inhibition, primary screen; hit rate 0.84% among 340,000; CHO-KCNK3 thallium flux, FluxOR fluorescence; stronger effect = lower value; B-score at 10 µM; O14649; AID 602410;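 active means B-score under library mean minus 4 SD, starting fluorescence ratio at most library mean plus 5 SD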;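 further: more negative B-score means stronger inhibition of thallium flux through KCNK3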
SKKanGAS inh: SKKanGAS growth inhibition | hit rate 1.3% among 300,000 | inhibition, % at 7.5 µM | S. pyogenes SKKanGAS, kanamycin growth, BacTiter-Glo, 6 h;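 active means mean replicate score, as percent of positive control median, at least 50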;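 further: strain carries kanamycin resistance gene driven by streptokinase promoter and grows in 40 µg/ml kanamycin; loss of luminescence reflects streptokinase promoter inhibition or plain growth inhibition; 0% = median of DMSO wells and 100% = positive control at its reference dose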
KCNQ1 inh: blocks the human KCNQ1 potassium channel. CHO-K1 KCNQ1, FluxOR thallium flux fluorescence; stronger effect = higher value. B-score at 10 µM. hit rate 1.3% among 310,000. P51787. AID 2642;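 active means compounds whose thallium flux B-score, printed positive for inhibition, exceeds three library SD while starting fluorescence stays within three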;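 further: channel opened by potassium depolarization with thallium stimulus after 20 min compound exposure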
RGS4 block: inhibitors of human RGS4; HEK293 M3R/RGS4 inducible, Fluo-4 calcium flux; stronger effect = higher value; triggered by carbachol at its EC20; B-score at 10 µM; hit rate 0.45% among 310,000;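 active means B-score, a plate-corrected calcium signal, over three deviations above library mean, with baseline fluorescence within five deviations of library mean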;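 further: RGS4 expression induced by doxycycline in cells with stable M3 receptor; B-score is computed from the integrated fluorescence ratio over baseline after carbachol; higher B-score means a larger calcium signal and so more RGS4 inhibition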
RGS4 act: RGS4 potentiation or activation | HEK293 M3R/inducible RGS4, carbachol calcium flux Fluo4; stronger effect = lower value | B-score at 10 µM | hit rate 0.92% among 310,000;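 active means B-score of the integrated calcium signal more than 4 SD below the library mean, with starting fluorescence not abnormally high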;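 further: negative B-score means reduced calcium response which marks RGS4 activation or potentiation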
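Material: Inducible-RGS4 HEK293 cells carrying M3 receptor; also added: carbachol at ECmax as muscarinic agonist stimulus; incubation: compound preincubation 20 min at room temperature before agonist; signal: Fluo4-AM (2 µM) calcium-flux fluorescence, kinetic read; measure: integrated calcium ratio converted to B score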
ANO1 block: inhibitors of mouse TMEM16A calcium-activated chloride channel; hit rate 1.2% among 310,000; normalized B-score (activity score, 25-100; higher = stronger inhibition) at 10 µM; Q8BHY3; HEK293 TMEM16A/YFP iodide influx fluorescence, ionomycin;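 active means ratio plate-corrected score three or more library SD toward inhibition, starting fluorescence score within five deviations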;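 further: score derived from kinetic fluorescence span divided by baseline fluorescence per well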
hERG rescue: shields human hERG channel from block by proarrhythmic agents | activation (rescue from dofetilide block), less the hit threshold, % at 10 µM | CHO-hERG, FluxOR thallium flux, dofetilide IC70 present | Q12809 | AID 1511 | hit rate 0.51% among 310,000;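 active means activation above the mean of controls blocked by dofetilide plus 5 SD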;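 further: thallium influx through hERG after potassium depolarization seen as dye fluorescence rise; in these data hits start at about 4.7%; inactives centre near -7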
Target sequence (Q12809 whole entry, looked up): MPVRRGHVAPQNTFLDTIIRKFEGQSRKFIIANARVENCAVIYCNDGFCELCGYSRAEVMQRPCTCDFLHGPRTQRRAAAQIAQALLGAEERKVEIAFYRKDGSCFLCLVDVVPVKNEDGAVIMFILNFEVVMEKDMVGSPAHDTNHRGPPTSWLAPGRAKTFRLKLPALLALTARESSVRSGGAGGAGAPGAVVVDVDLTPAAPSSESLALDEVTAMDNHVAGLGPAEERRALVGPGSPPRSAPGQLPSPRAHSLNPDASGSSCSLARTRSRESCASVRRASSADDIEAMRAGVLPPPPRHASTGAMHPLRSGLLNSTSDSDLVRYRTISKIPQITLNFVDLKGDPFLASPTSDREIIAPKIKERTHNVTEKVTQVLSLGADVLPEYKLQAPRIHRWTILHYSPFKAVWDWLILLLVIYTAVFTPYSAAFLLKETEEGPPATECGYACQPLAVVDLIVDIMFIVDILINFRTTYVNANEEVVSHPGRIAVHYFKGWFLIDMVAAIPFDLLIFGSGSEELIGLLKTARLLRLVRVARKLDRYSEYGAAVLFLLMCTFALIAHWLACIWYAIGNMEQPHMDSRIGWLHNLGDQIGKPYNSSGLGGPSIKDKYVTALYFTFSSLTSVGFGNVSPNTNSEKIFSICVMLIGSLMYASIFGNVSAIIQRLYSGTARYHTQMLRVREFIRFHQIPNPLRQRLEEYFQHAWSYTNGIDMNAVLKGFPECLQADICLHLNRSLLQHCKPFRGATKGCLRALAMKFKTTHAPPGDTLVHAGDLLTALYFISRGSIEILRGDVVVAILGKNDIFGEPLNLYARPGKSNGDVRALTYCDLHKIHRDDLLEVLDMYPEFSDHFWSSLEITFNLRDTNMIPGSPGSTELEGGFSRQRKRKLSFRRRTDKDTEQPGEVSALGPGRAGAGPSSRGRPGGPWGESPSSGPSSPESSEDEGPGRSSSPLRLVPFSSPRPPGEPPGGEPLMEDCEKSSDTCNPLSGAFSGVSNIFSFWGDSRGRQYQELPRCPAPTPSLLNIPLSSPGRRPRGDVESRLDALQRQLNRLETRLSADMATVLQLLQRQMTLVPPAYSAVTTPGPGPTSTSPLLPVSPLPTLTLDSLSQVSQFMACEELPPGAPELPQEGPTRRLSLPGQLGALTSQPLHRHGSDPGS
KCNQ1 pot: potentiators or activators of human KCNQ1 potassium channel; P51787; CHO-K1 KCNQ1, thallium flux FluxOR fluorescence; stronger effect = higher value; B-score at 10 µM; hit rate 0.35% among 310,000; AID 2648;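 active means fluorescence ratio B-score, a plate-corrected score, at least three library SD, with initial intensity B-score within 5 SD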
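Assay system: stable KCNQ1 CHO-K1 line; medium: assay buffer, equal DMSO in all wells; timing: 90 min dye loading and 20 min compound exposure, both at room temperature; technique: kinetic FluxOR thallium fluorescence, 10-s 1-Hz baseline, 110-s post-stimulus read; read-out basis: B score of baseline-normalized fluorescence ratio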
HDAC3 inhib: inhibitors of human histone deacetylase 3. recombinant HDAC3, fluorogenic peptide/trypsin coupled, fluorescence. inhibition, % at 8.3 µM. hit rate 0.15% among 320,000; in the data active means inhibition above about 26%, passing the limit was not always enough
TMEM16A act: activates or potentiates the mouse TMEM16A chloride channel | HEK293 TMEM16A/YFP-H148Q/I152L, iodide quench fluorescence; stronger effect = lower value | B-score at 10 µM | hit rate 0.3% among 340,000 | AID 623877;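 active means fluorescence-ratio B-score plate-corrected deviation score at least 3 library SD below zero, with starting fluorescence score within 5 deviations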;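 further: channel opened by trigger with iodide after compound preincubation; score built on the fluorescence ratio of max minus min over baseline; more negative score means more quench and so TMEM16A activation or potentiation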
KCNK9 block: inhibitors of human KCNK9 two-pore domain potassium channel; Q9NPC2; HEK293 KCNK9, FluxOR thallium flux fluorescence; stronger effect = lower value; B-score at 10 µM; hit rate 1.2% among 310,000;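 active means ratio B-score over 3 SD below the library mean, with starting fluorescence within 5 SD of its mean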;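 further: negative B-score means less thallium flux so channel inhibition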
* = called active by the depositor; i = inactive; / = not tested or not shown.

SMILES	KCNK3 inh	SKKanGAS inh	KCNQ1 inh	RGS4 block	RGS4 act	ANO1 block	hERG rescue	KCNQ1 pot	HDAC3 inhib	TMEM16A act	KCNK9 block
Cn1nnc(NC(=O)c2ccc(Br)o2)n1	i	16.7	i	i	i	i	-7.5	i	-5.7	i	i
CN(C)CCCN(C(=O)c1ccc2ccccc2c1)c1nc2cc3c(cc2s1)OCO3	i	1.9	i	i	i	i	-18.4	i	22.5	i	i
Cc1cc(C)cc(NS(=O)(=O)c2c(C)[nH]c(=O)[nH]c2=O)c1	i	0.1	i	i	i	i	-3.0	i	1.1	i	i
CCNC(=O)NC(=O)COC(=O)C1CSC2(C)CCC(=O)N12 (configuration not stated)	i	4.2	i	i	i	i	-6.6	i	-1.4	i	i
CC(=O)c1cccc(NC(=O)N2CCCC2C(=O)Nc2ccc3c(c2)OCCO3)c1 (configuration not stated)	i	-0.2	i	i	i	i	-6.5	i	1.2	i	i
CCOC(=O)C1=NOC(CNc2ncc(C(F)(F)F)cc2Cl)C1 (configuration not stated)	i	-7.8	i	i	i	i	-8.0	i	6.9	i	i
Cn1c(=O)c2cc(NC(=O)c3ccccc3Cl)c(=O)oc2n(C)c1=O	i	0.3	i	i	i	i	-12.3	i	12.7	i	i
Cn1c(CNc2ccccc2O)nc2ccccc21	i	5.1	i	i	i	i	-11.7	i	/	i	i
Cc1nn(-c2ccccc2)c(C)c1NC(=O)COC(=O)c1cc(Br)ccc1O	i	-5.4	i	i	-7.15*	i	-12.1	i	0.3	i	i
O=C(N/N=C\c1ccc(-c2ccccc2[N+](=O)[O-])o1)C1COc2ccccc2O1 (configuration not stated)	i	0.9	i	i	i	i	-20.5	i	8.1	i	-6.84*
CC(C)COc1ccc(C(=O)OCCN2CCOCC2)cc1	i	-6.5	i	i	i	/	-6.7	i	/	i	i
Nc1c(NCCCN2CCOCC2)c2ccccc2oc1=O	i	0.3	i	i	i	i	-12.8	i	9.4	i	i
Cc1cccc(NC(=O)CS(=O)CC(=O)Nc2cnc3ccccc3c2)c1C (configuration not stated)	i	1.2	i	i	i	i	-4.3	i	-3.3	i	i
CC(C)c1nnc(NC(=O)CS(=O)(=O)Cc2ccccc2)s1	i	0.2	i	i	i	i	-4.9	i	2.3	i	i
COc1ccccc1C(=O)Nc1nnc(C)s1	i	0.2	i	i	i	i	-11.0	i	13.0	i	i
CN(C)CCCn1c(SCCN2C(=O)c3ccccc3C2=O)nc2ccccc2c1=O	i	-1.8	i	i	i	i	-11.1	i	10.6	i	i
CCOC(=O)C1CCN(S(=O)(=O)c2cnc[nH]2)CC1	i	6.3	i	i	i	i	-6.4	i	-0.7	i	i
Nn1c(SCC(=O)Nc2ccc3c(c2)OCO3)nnc1C1CCCCC1	i	-1.7	i	i	i	i	-9.9	i	-3.2	i	i
Cc1ccnc(NC(=O)C2COc3ccccc3O2)c1 (configuration not stated)	i	4.6	i	i	i	i	-3.9	i	2.2	i	i
COCCCNC(=O)CS(=O)Cc1nc(-c2ccccc2C)oc1C (configuration not stated)	i	-5.2	i	i	i	i	-11.2	i	-1.7	i	i
Cc1nc2ccccc2c2c1C(=O)N(C1CCCCCCC1)C2=O	i	-11.1	i	i	i	i	-8.3	i	0.2	i	i
CCCN(CCC)CCCNC(=O)C(NS(=O)(=O)c1ccc2c(c1)CCC(=O)N2)c1ccccc1 (configuration not stated)	i	5.8	i	i	i	i	-21.7	i	0.5	i	i
CCOC(=O)c1c(-c2ccc(C)cc2)csc1NC(=O)c1cc2ccccc2oc1=O	i	0.0	i	i	i	i	-3.3	i	-4.3	i	i
COCC1CCN(C(=O)c2oc3c(F)cccc3c2C)C1 (configuration not stated)	i	-2.1	i	i	i	i	-7.3	i	-0.2	i	i
COc1cc(CNc2nc3ccccc3s2)cc(OC)c1OC	i	5.2	i	i	i	i	-5.2	i	0.3	i	i
O=C(O)c1ccc(NCc2nc3ccccc3n2Cc2ccccc2F)cc1	i	-6.6	i	i	i	i	-8.6	i	4.8	i	i
COc1ccc2c(c1OC)C(=O)OC2Nc1ncc(Br)cc1Br (configuration not stated)	i	2.5	i	i	i	i	-3.7	i	-0.5	i	i
N#Cc1ccc2c(c1)nnn2-c1ccccc1	i	-0.5	i	i	i	i	-9.0	i	-1.3	i	i
O=C1CCCc2ccccc2N1Cc1ccccc1Cl	i	-2.9	i	i	i	i	-6.5	i	3.0	i	i
CCc1noc(C)c1C(=O)Nc1ccc(F)c(F)c1	i	-2.3	i	i	i	i	-2.2	i	-8.3	i	i
O=C1c2ccccc2C(=O)N1CCc1nc(-c2ccncc2)no1	i	-10.3	i	i	i	i	-17.7	i	6.8	i	i
Cc1cc(C)cc(NC(=O)N(C)Cc2ccccc2)c1	i	15.2	i	i	i	i	-9.3	i	1.1	i	i
CC(=O)N1CCN(c2ccc(NC(=O)c3ccc4c(c3)OCCO4)cc2)CC1	i	-5.0	i	i	i	i	-0.7	i	2.0	i	i
Cc1cccnc1NC(=O)c1ccc2c(c1)OCCO2	i	-5.7	i	i	i	i	-4.9	i	1.9	i	i
CC(=O)c1cccc(NC(=O)C2CC(=O)N(CCc3ccccc3)C2)c1 (configuration not stated)	i	4.6	i	i	i	i	-11.0	i	2.6	i	i
C/C(=N\NC(=O)COc1cccc2ccccc12)c1cccs1	i	6.6	i	i	i	i	-2.6	i	3.0	i	i
CC(NCCS(=O)(=O)c1ccc(Cl)cc1)c1cccc(Cl)c1 (configuration not stated)	i	0.9	i	i	i	i	-5.6	i	6.6	i	i
C[C@H](NC(=O)c1[nH]cnc1C(=O)Nc1ccc(CNC(=O)OC(C)(C)C)cc1)C(=O)OCc1ccccc1	i	10.8	i	i	i	100*	-7.8	i	3.8	i	i
CC1CN(C(=O)c2cc(S(=O)(=O)N3CCCC3)ccc2Cl)CC(C)O1 (configuration not stated)	i	-5.5	i	i	i	/	-3.2	i	/	i	i
CCN(C(=O)COc1nc(C)cc(C)c1C#N)c1ccccc1	i	-2.3	i	i	i	i	-1.7	i	-2.5	i	i
Cc1ccc(NS(=O)(=O)c2ccc(C(=O)N3CCOCC3)cc2)cc1	i	6.3	i	i	i	i	-16.4	i	-0.3	i	i
COc1ccccc1NC(=O)CSc1nnc(CC(=O)Nc2cccc(C(F)(F)F)c2)n1C	i	-0.9	i	i	i	i	-9.8	i	-3.8	i	i
COc1cccc(NS(=O)(=O)Cc2ccccc2)c1	i	-10.3	i	i	i	i	-14.0	i	-10.2	i	i
CCOC(=O)C1=C(C)NC(=S)NC1c1ccc(OC(=O)c2ccco2)cc1 (configuration not stated)	i	12.6	i	i	i	i	-2.7	i	5.6	i	i
CC(C)Cn1c(SCC(=O)N2CCCCC2)nc2ccccc2c1=O	i	8.5	i	i	i	i	-7.9	i	4.3	i	i
O=[N+]([O-])c1ccccc1Oc1ncccc1[N+](=O)[O-]	i	0.5	i	i	i	i	-3.8	i	4.6	i	i
Cc1ccc2c(c1)c1c(n2CC(O)Cn2nc(C)c(Br)c2C)CCCC1 (configuration not stated)	i	31.4	i	i	i	i	-11.3	i	10.1	i	i
CN1CCN(C(=O)C2CCN(c3ncc(C(F)(F)F)cc3Cl)CC2)CC1	i	-10.3	i	i	-12.3*	i	-9.3	i	0.1	i	i
CC1CCN(C(=O)Nc2cccc(NC(=O)N3CCC(C)CC3)c2)CC1	-8.96*	1.0	i	i	i	i	1.3	i	1.8	i	i
O=c1c(C(c2ccc(Cl)cc2)c2c(O)nc3n(c2=O)CCCS3)c(O)nc2n1CCCS2	i	7.4	i	i	i	i	-6.3	i	9.5	i	i
CCOCCSc1nc2c(c(-c3cccs3)c1C#N)CC/C2=C/c1cccs1	i	2.9	i	i	i	i	-1.7	i	-4.2	i	i
COc1ccccc1N=C1SC(C(=O)Nc2ccc(F)cc2)CC(=O)N1C (configuration not stated)	i	-6.9	i	i	i	i	-2.9	i	-5.4	i	i
C1CCN(Cc2nnnn2C2CCCC2)CC1	i	-6.4	i	i	i	i	-4.6	i	0.3	i	i
CN1CCN(CC(=O)N/N=C\c2c[nH]c3ccccc23)CC1	/	-0.4	i	i	i	i	-8.8	i	-4.4	/	i
COC(=O)c1ccc(NC(C)C(=O)OC)c([N+](=O)[O-])c1 (configuration not stated)	i	-7.1	i	i	i	i	-6.8	i	2.3	i	i
CC1=C(C(=O)N2CCOCC2)C(c2ccc(OC(F)F)cc2)NC(=S)N1c1ccccc1 (configuration not stated)	i	-1.2	i	i	i	i	-9.2	i	2.9	i	i
NS(=O)(=O)c1ccc(NC(=O)CN2C(=O)c3ccccc3C2=O)cc1	i	-1.1	i	i	i	i	-7.2	i	-5.2	i	i
COC(=O)c1ccc(C(=O)NC2CCCc3c2cnn3-c2cc(F)cc(F)c2)nc1 (configuration not stated)	i	3.7	i	i	i	i	-7.0	i	/	i	i
CCCCNC(=O)Nc1ccccc1Br	i	-4.0	i	i	i	i	-4.7	i	4.3	i	i
CC(C)(CNC(=O)c1cccc(S(=O)(=O)Nc2ccc(Br)cc2)c1)N1CCOCC1	i	-4.6	i	i	i	i	-11.9	i	0.7	i	i

Next section
SMILES	KCNK3 inh	SKKanGAS inh	KCNQ1 inh	RGS4 block	RGS4 act	ANO1 block	hERG rescue	KCNQ1 pot	HDAC3 inhib	TMEM16A act	KCNK9 block
C=CCn1c(SCC(=O)Nc2sccc2C(N)=O)nc2ccccc2c1=O	i	-8.0	i	i	i	i	-7.6	i	-2.7	i	i
O=C(Nc1ccc2ncccc2c1)c1cc(Cl)ccc1Cl	i	-6.1	i	i	i	i	-4.7	i	-4.7	i	i
CCCS(=O)(=O)c1c(S(=O)(=O)CCC)c2c(C)cccn2c1C(=O)N/N=C/c1cc(O)cc(O)c1	i	26.4	i	i	i	i	-7.3	i	-3.0	i	i
O=C(Nc1cccc2ccccc12)c1ccc([N+](=O)[O-])cc1	i	3.4	i	i	i	i	-5.8	i	-2.3	i	i
NC(N)=Nc1nc(-c2ccccc2)c2ccccc2n1	i	2.9	i	i	i	i	-20.8	i	-11.5	i	-9.61*
O=C(Nc1ccc(S(=O)(=O)N2CCCCCC2)cc1)C1CCCO1 (configuration not stated)	i	4.4	i	i	i	i	-6.2	i	0.1	i	i
COc1ccccc1C(=O)COC(=O)c1c(-c2ccccc2)noc1C	i	-0.4	i	i	i	i	-10.7	i	-3.5	i	i
CC(C)N(Cc1c(O)ccc2c(=O)c(-c3ccc(Cl)cc3)coc12)C(C)C	i	17.4	i	i	i	i	-8.2	i	-3.5	i	i

Source: PubChem BioAssay (several laboratories)
